E-sel TNF inh = blocks E-selectin expression induced by TNF alpha; 0.71% of 120,000 active; HUVEC TNFa-induced E-selectin immunofluorescence, high content; inhibition, % at 2 µM;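 active means inhibition above the batch mean plus 3 SD, and confirmed as a hit on visual image review, cut at about 43% in these data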;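 further: 0% = TNF-stimulated DMSO wells and 100% = unstimulated control wells; not every result past the cut was called active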
Yeast life ext = yeast lifespan extension; S. cerevisiae growth with nicotinamide, OD615; deaD strain in restrictive glucose medium; inhibition of the nicotinamide effect, % at 10 µM; 0.68% of 130,000 active;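 active means inhibition above a set limit, placed 3 SD over the median of all compounds, cut at about 26% in these data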;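 further: 0% = nicotinamide-treated wells and 100% = cells grown without nicotinamide; some compounds called inactive have numbers as strong as hits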
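Assay system: engineered S. cerevisiae DeaD replicative-lifespan strain, galactose-grown log-phase cells; Buffer or medium: CSMM-D glucose medium, restrictive; Probe or stimulus: nicotinamide 1.5 mM; Compound: single dose 10 µM compound, 0.25% DMSO; Schedule: 4 h preincubation then 48 h treatment at 30 °C; Technique: OD615 measurement.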
MRP-1 activ = activators of MRP-1 | AID 799 | 0.61% of 140,000 active | viability increase, % at 10 µM | H69AR cells + doxorubicin, viability rescue, CellTiter-Glo;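 active means viability gain under doxorubicin at or above a set limit, the compound median plus 3 SD, cut at about 4.7% in these data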;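 further: MRP-1 overexpressing cells given doxorubicin 25 µM after compound pretreatment; 18-22 h compound pretreatment then 72 h with doxorubicin before readout; 0% = doxorubicin-only wells and 100% = vehicle-treated cells without doxorubicin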
Phagocytosis inh = blocks phagocytosis by macrophages; 0.07% of 110,000 active; J774A.1 macrophage IgG-bead phagocytosis, imaging; inhibition, % at 5 µM;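 active means inhibition above the mean of the plate negative controls plus 5 SD, cut at about 13% in these data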;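 further: phagocytic index as fraction of beads internalized from green versus red external bead signal; plate controls were DMSO negative control for no effect and cytochalasin-D positive control for full effect; some results beyond the cut were filed as inactive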
bCat KO growth = beta-catenin-lacking colon tumor cell growth suppression; HCT116 beta-catenin knockout viability, CellTiter-Glo, 60 h; stronger effect = lower value; 1.5% of 140,000 active; viability, % at 10 µM;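 active means viability at or under a set limit, the compound median less 4 SD, cut at about 6% in these data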;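 further: 0% = Hyamine 1622 control at 20 µM and 100% = untreated cell control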
Measles CPE = protection of cells from measles virus; Measles virus-infected cells, CPE protection, absorbance; protection (pct of control), % at 4 µM; 1.5% of 140,000 active; in the data active means protection mostly above about 24%, no sharp cut-off; inactive means mostly below about 26%; further: some compounds called inactive have numbers as strong as hits
NPY-Y2 antag = blocks the human neuropeptide Y Y2 receptor; P49146; NPY-Y2 expressing cells, antagonist mode; inhibition, % at 2.7 µM; 0.99% of 140,000 active; AID 793; in the data active means inhibition above about 17%;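 further: 0% = vehicle with agonist challenge and 100% = reference antagonist with challenge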
Target sequence (P49146 whole entry, looked up): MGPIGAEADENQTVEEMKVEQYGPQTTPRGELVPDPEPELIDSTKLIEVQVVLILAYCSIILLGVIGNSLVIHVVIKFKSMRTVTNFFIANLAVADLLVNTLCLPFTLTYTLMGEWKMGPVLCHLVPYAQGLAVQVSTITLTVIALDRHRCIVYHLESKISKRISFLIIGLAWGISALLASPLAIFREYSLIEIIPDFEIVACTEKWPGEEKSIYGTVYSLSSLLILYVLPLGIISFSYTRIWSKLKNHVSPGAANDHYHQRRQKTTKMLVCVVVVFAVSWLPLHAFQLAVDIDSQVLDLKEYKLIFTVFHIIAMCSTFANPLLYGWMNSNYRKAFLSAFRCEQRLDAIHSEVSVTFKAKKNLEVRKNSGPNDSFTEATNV
PTEN del growth = growth suppressors of cells with PTEN tumor suppressor deletion | HCT116 PTEN-null viability, CellTiter-Glo, 60 h; stronger effect = lower value | viability, % at 10 µM | 1.2% of 140,000 active;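 active means viability at or below a set limit, 4 SD under the median of all tested compounds, cut at about 3.7% in these data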;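 further: PTEN knockout HCT116 line with beta catenin targeted HCT116 as companion control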
Yeast growth inh = reduces growth of yeast BB579 in restrictive medium | S. cerevisiae BB579 growth, OD615, 48 h | inhibition, % at 10 µM | 0.51% of 140,000 active | AID 804;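 active means inhibition above a set limit, 3 SD over the mean compound inhibition, cut at about 44% in these data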; further: inactives centre near -24
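Test system: DeaD yeast strain BB579 / Buffer or medium: restrictive glucose-based CSMM-D medium / Doses: single 10 µM dose / Schedule: 4 h cell preincubation, 48 h compound exposure, 30 °C humidified / Technique: culture absorbance at 615 nm / Controls: amphotericin B positive control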
GALR2 antag = blocks the human galanin receptor 2. inhibition, % at 4 µM. GALR2-expressing cells, antagonist mode. 0.39% of 140,000 active. O43603; in the data active means inhibition above about 27%;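 further: cells stimulated with galanin 1-16 at roughly its EC80; 0% = agonist challenge control and 100% = basal control without agonist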
Target sequence (O43603 whole entry, looked up): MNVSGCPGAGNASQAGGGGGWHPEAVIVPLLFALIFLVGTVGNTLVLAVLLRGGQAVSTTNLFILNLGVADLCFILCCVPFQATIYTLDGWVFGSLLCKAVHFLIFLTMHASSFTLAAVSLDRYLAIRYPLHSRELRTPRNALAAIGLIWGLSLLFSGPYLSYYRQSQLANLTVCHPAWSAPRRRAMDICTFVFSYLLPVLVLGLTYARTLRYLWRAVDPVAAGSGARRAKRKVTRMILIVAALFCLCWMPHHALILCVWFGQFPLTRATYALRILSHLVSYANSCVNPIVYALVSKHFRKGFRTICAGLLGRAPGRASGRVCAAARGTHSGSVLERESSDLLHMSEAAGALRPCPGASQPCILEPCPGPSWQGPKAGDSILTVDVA
* hit, by the source's call; x = no result given.

Molecule	E-sel TNF inh	Yeast life ext	MRP-1 activ	Phagocytosis inh	bCat KO growth	Measles CPE	NPY-Y2 antag	PTEN del growth	Yeast growth inh	GALR2 antag
CCN1C(=O)CC(N2CCN(c3ccc(OC)cc3)CC2)C1=O (configuration not stated)	21	-2	1.0	0	94	2	0	93	-27	-9
CCOC(=O)C(O)(CC(=O)c1ccc(OC)cc1)C(F)(F)F (configuration not stated)	14	x	-2.9	x	92	32	2	83	-2	5
Cn1ccnc1SCC(=O)Nc1cccc(C(F)(F)F)c1	-17	-7	-1.5	1	91	2	2	100	-5	1
Cc1nc2ccc(NC(=O)N3CCN(c4ccccn4)CC3)cc2s1	-43	-18	-0.6	-1	95	18	-4	78	-41	-3
COc1cccc(C(=O)N2CCN(C(=O)c3cccc4ccccc34)CC2)c1OC	12	-3	-3.2	-1	88	7	5	88	-15	-1
CC1CCCCN1C(=O)Cc1ccc(F)cc1 (configuration not stated)	-2	-3	-2.2	5	95	11	-1	100	1	-1
N#CC1=C(N)Oc2ccc3ccc(O)cc3c2C1c1cccnc1 (configuration not stated)	42	-20	-1.4	2	89	4	-1	90	0	-2
CCCCc1c(O)nc2sccn2c1=O	-10	10	-2.1	2	96	5	6	98	-36	9
COc1cc2c(cc1NC(=O)COC(=O)C(CCSC)NC(=O)c1ccccc1Cl)oc1ccccc12 (configuration not stated)	-10	-5	-1.9	-4	74	3	2	74	-18	23
Cc1ccc2oc(=S)n(C)c2c1	1	0	0.4	-4	95	10	1	106	1	1
Cc1ccc(C(=O)N2CCC(C)CC2)cc1C	12	x	-0.7	x	85	15	1	86	-20	-2
Nc1ccc(C(O)(C(F)(F)F)C(F)(F)F)cc1	4	3	0.6	-1	94	3	2	115	-30	-5
O=c1ccnc(SCc2ccccc2Cl)[nH]1	5	-23	-1.9	-3	97	26	3	92	-13	25
CCCOc1ccc(-c2nc(C#N)c(NCC3CCCO3)o2)cc1 (configuration not stated)	13	-9	-0.9	0	90	1	2	81	-35	-12
O=S(=O)(NCc1ccc2c(c1)OCO2)c1ccc2c(c1)oc1ccccc12	1	3	-1.1	-1	95	4	8	107	-27	-9
COc1ccccc1-n1cnnc1SCC(=O)N1CCN(S(=O)(=O)c2ccccc2)CC1	-13	-9	-0.3	-1	89	10	5	86	-34	4
CCN1CCN(c2nc(Nc3ccccc3)nc(N)c2[N+](=O)[O-])CC1	x	-5	-2.5	-4	97	8	2	98	-20	-1
CC(c1ccccc1)n1cc(C(=O)NCC2CCCO2)nn1 (configuration not stated)	7	-7	-2.2	x	95	9	1	93	-17	-2
CCCN1C(=O)c2ccc(C(=O)NC3=NCCS3)cc2C1=O	-14	-18	-0.5	1	99	1	0	100	-18	-3
CCN(CC)C(=O)CSc1nnc([C@H](Cc2c[nH]c3ccccc23)NC(=O)OC(C)(C)C)o1	x	-9	-1.8	0	104	15	0	105	-10	0
CSc1ccc(S(=O)(=O)Nc2ccc(F)cc2)cc1	-8	-10	-0.8	x	92	25	0	81	15	1
Cc1nc(N)sc1N=Nc1ccc(F)cc1	20	-13	-0.9	x	99	6	0	92	-2	-2
Cc1ccccc1-n1c(SC(C)C(N)=O)nnc1-c1cccnc1 (configuration not stated)	x	-6	-1.4	0	100	15	0	108	-18	1
Cc1cccc(OCCNC(=O)c2cc(-n3cnnc3)ccc2Cl)c1	-49	-7	-1.5	0	93	2	3	101	-42	-13
COc1cc(C2C(C(=O)c3cccs3)=C(O)C(=O)N2c2cc(C)on2)ccc1O (configuration not stated)	x	-4	-0.4	-1	88	3	-1	106	-28	-6
COc1ccc(C2C=C(c3ccc(Br)cc3)Nc3nc(NS(C)(=O)=O)nn32)cc1 (configuration not stated)	-46	3	2.9	0	103	6	9	100	-32	7
O=C(NC12CC3CC(CC(C3)C1)C2)N1CCCC(CO)C1 (configuration not stated)	23	5	-0.7	0	101	4	-3	97	-11	11
O=C(O)c1cccc(N/N=C/c2cc(Br)cc(Br)c2O)c1	x	2	1.6	-5	91	9	-1	94	-41	16
CS(=O)(=O)N1CCN(C(=O)c2ccc(F)cc2)CC1	-2	-4	-1.2	-1	93	5	0	97	-13	-2
N#Cc1c(-c2ccco2)cc(-c2cccnc2)nc1N	x	-28	-4.6	0	70	4	0	78	-13	-7

Whole records, looked up by structure:
CCCOc1ccc(-c2nc(C#N)c(NCC3CCCO3)o2)cc1 (configuration not stated) across the screens: E-sel TNF inh = 13; Yeast life ext = -9; MRP-1 activ = -0.9; Phagocytosis inh = 0; bCat KO growth = 90; Measles CPE = 1; NPY-Y2 antag = 2; PTEN del growth = 81; Yeast growth inh = -35; GALR2 antag = -12
CS(=O)(=O)N1CCN(C(=O)c2ccc(F)cc2)CC1 across the screens: E-sel TNF inh = -2; Yeast life ext = -4; MRP-1 activ = -1.2; Phagocytosis inh = -1; bCat KO growth = 93; Measles CPE = 5; NPY-Y2 antag = 0; PTEN del growth = 97; Yeast growth inh = -13; GALR2 antag = -2

An excerpt from above, showing only Yeast growth inh, bCat KO growth and MRP-1 activ.
smiles	Yeast growth inh	bCat KO growth	MRP-1 activ
COc1cccc(C(=O)N2CCN(C(=O)c3cccc4ccccc34)CC2)c1OC	-15	88	-3.2
CC1CCCCN1C(=O)Cc1ccc(F)cc1 (configuration not stated)	1	95	-2.2
N#CC1=C(N)Oc2ccc3ccc(O)cc3c2C1c1cccnc1 (configuration not stated)	0	89	-1.4
CCCCc1c(O)nc2sccn2c1=O	-36	96	-2.1
COc1cc2c(cc1NC(=O)COC(=O)C(CCSC)NC(=O)c1ccccc1Cl)oc1ccccc12 (configuration not stated)	-18	74	-1.9

Next entries.
Molecule	E-sel TNF inh	Yeast life ext	MRP-1 activ	Phagocytosis inh	bCat KO growth	Measles CPE	NPY-Y2 antag	PTEN del growth	Yeast growth inh	GALR2 antag
CSc1nc2sc3c(c2c(=O)[nH]1)CCC3	-7	-3	0.0	0	102	7	2	100	-39	6
O=C(CN1C(=O)/C(=C2\SC(=S)N(C3CCS(=O)(=O)C3)C2=O)c2ccccc21)Nc1ccccc1 (configuration not stated)	x	3	-3.7	-5	51	10	4	43	-39	0
CC(=O)c1ccc(-n2nnnc2SCC(=O)Nc2cccc(NC(=O)c3ccco3)c2)cc1	24	-12	-1.6	x	81	8	-2	88	-33	1
O=C(NCCc1ccccc1)c1oc2ccccc2c1COc1ccccc1	-4	3	0.7	-5	71	9	14	71	-34	1
Cc1ccc(NC(=O)c2cc(NC(=O)c3ccco3)ccc2N2CCOCC2)cc1	2	-2	-5.0	-1	71	4	5	61	-36	-5
O=S(=O)(NCCOc1ccccc1)c1ccc2ccccc2c1	13	-6	-0.6	0	94	18	12	99	-22	-1
CCOC(=O)N1CCN(C(=O)CSc2ncnc3ccccc23)CC1	x	-6	-3.2	0	91	36	-1	89	-1	6
Cc1ccc2oc(=O)c3cc(C(=O)Nc4cc(-c5cccc(F)c5)no4)sc3c2c1	-13	5	-1.8	x	96	17	0	84	-38	-1
Cc1cccc(OCc2nnc(SCC(=O)Nc3ccc(C)c(Cl)c3)o2)c1	0	0	-2.1	-3	98	4	3	85	-26	-2
COc1cc(/C=N/NC(=S)NCCN2CCOCC2)cc(OC)c1OC	x	-4	-1.1	-4	97	3	1	95	-17	8
CCN1CCN(C(=O)C2CCN(S(=O)(=O)c3cccc4cccnc34)CC2)CC1	x	-13	-2.8	0	93	3	x	82	-15	x
Cc1ccc(C(=O)CSc2nnc(COc3cc(C)cc(C)c3)o2)cc1	5	5	0.9	2	80	14	21*	83	-21	-7
CCOc1cc(C=O)ccc1OCCSc1ccc(C)cc1	-24	-8	-0.7	2	93	24	4	93	-7	9
COc1cc(NC(=O)c2cc(-c3cccs3)on2)cc(OC)c1OC	x	-9	-3.7	0	59	12	7	55	31	-2
Cc1ccc(C2C3=C(CCCC3=O)OC3=C2C(=O)CCC3)cc1	x	-1	-0.6	-6	93	39	1	91	-19	10
CCOC(=O)c1c(NC(=O)c2cccs2)sc(C)c1CC	x	-29	0.2	0	66	1	3	62	3	6
COc1cc([N+](=O)[O-])ccc1NC(=O)CCCOc1ccc(C)cc1	-5	-8	0.2	2	98	15	13	91	-43	-12
CCc1nc(NCCc2ccccn2)c2nnn(Cc3ccccc3F)c2n1	-54	-14	1.4	0	94	19	9	103	-27	10
CC(C)CCn1c(SCC(=O)N2CC(=O)Nc3ccccc32)nc2scc(-c3cccs3)c2c1=O	-19	-9	-0.3	-1	86	6	3	x	-33	-6
CC(C)(C)NC(=O)Nc1ccc2nccnc2c1	x	-12	-1.2	0	87	20	-1	90	4	4
COc1cccc(C(=O)N2c3ccccc3Sc3ccccc32)c1	x	-4	-3.0	x	63	5	5	69	-6	3
COc1ccccc1N1CCN(C(=O)c2cc3c(=O)n(C)c4ccccc4c3n2C)CC1	-6	-11	3.0	0	56	2	0	64	-11	5
CN(C)/C=N/c1ncnc2c1cnn2-c1ccc(C(F)(F)F)cn1	29	-5	-0.5	x	96	12	1	99	-13	1
CCCCCCCCCCCCCCCC[n+]1ccc(/C=N/O)cc1	x	-13	-5.9	8	0.9*	0	5	1.0*	100*	-16
Nc1nnc(SCCN2C(=O)c3ccccc3S2(=O)=O)s1	-14	-3	-1.3	-1	88	4	2	99	-5	-4
O=C(NNc1nc2cc3c(cc2s1)OCO3)c1ccccc1	-22	-1	-1.9	x	99	8	2	84	-16	10
COc1ccc(C2=NO[C@@H]3C(=O)N(c4ccc(C)cc4C)C(=O)[C@H]23)cc1OC	-4	-4	-1.5	0	98	22	1	96	-3	-15
O=C(O)CC(c1ccc(Cl)cc1)N1C(=O)CCC1=O (configuration not stated)	-8	-10	-1.2	0	99	x	3	95	-42	2
Cc1nn2c(=O)cc(CSc3nc4ccccc4[nH]3)nc2s1	x	1	-3.0	1	97	12	3	101	-25	-1
COc1cccc(Nc2nc(C)cc(C)c2C#N)c1	-7	x	-0.6	x	94	21	7	89	-17	9

Source: PubChem (several laboratories)
